# Assay outcomes as filed in PubChem BioAssay.
# RNase H inhibition = RNase H inhibition, HIV 1 Gag Pol polyprotein, FRET biochemical assay, screening (AID 372); HIV-1 RT RNase H, FRET RNA/DNA substrate fluorescence; higher % means a stronger effect; inhibition, % at 10 µM, or IC50 in µM where a hit was titrated; hit rate 0.77% among 100,000; in the data active = inhibition above about 50%
# The depositor's hits bear a star. Only part of the results is shown; rates above refer to the full screens.
SMILES,RNase H inhibition
COc1ccccc1NC(=O)c1c(O)c2ccccc2[nH]c1=O,13%
CC1=C(C(=O)OCC(C)C)C(c2ccc(OCc3ccccc3)cc2)C2=C(CC(c3ccccc3)CC2=O)N1 (stereo unspecified),25%
CCOC(=O)C(=CNc1ccc(Nc2ccccc2)cc1)C(=O)OCC,21%
Cc1ccc(C(=O)Sc2nc(-c3ccccc3)[nH]c2S(=O)(=O)c2ccc(C)cc2)cc1,22%
CCOC(=O)CSc1nnnn1-c1ccccc1F,24%
Cc1ccc(-c2csc(/N=C/c3ccc(O)cc3O)n2)cc1,12%
CC1C(O)C(C)C(c2ccccc2)N(C)C1c1ccccc1 (stereo unspecified),4%
COCCOC(=O)C1=C(C)NC2=C(C(=O)CC(c3ccc(Cl)cc3)C2)C1c1ccc(OC)c(Br)c1 (stereo unspecified),18%
Cc1cc(C(=O)N/N=C/c2c(O)ccc3ccccc23)c(C)o1,7%
CC1=C(C(=O)Nc2ccc(F)cc2)C(c2ccc(F)cc2)C2=C(CC(C)(C)CC2=O)N1 (stereo unspecified),20%
Oc1ccc2ccccc2c1/C=N/N1CCN(Cc2cccc3ccccc23)CC1,16%
Oc1[nH]c2ccc(Br)cc2c1N=Nc1ccc2ccccc2n1,52%*
N#Cc1c(-c2ccco2)cc(-c2ccccc2)nc1N,15%
Cc1ccc(OCC(=O)NNC(=O)c2ccccc2C)c(C)c1,4%
CC1=NN(c2ccc(Cl)cc2)C(=O)C1,6%
O=C(NCCc1ccccc1)c1nn2c(C(F)(F)F)cc(-c3ccccc3)nc2c1Br,8%
O=C(CN(c1ccccc1)S(=O)(=O)c1ccccc1[N+](=O)[O-])NN=C1CCCCCCCCCCC1,14%
C=CCN1C(=O)/C(=C\c2ccccc2OCC(C)COc2ccccc2)SC1=S (stereo unspecified),41%
C=CCOc1ccc(/C=C2\C(=O)N(CCCOC)C(C)=C2C(=O)OC)cc1OC,2%
O=C1/C(=C\c2ccccc2F)SC(=S)N1CN1CCOCC1,5%
CCOc1cccc(OCCOCCOc2ccccc2Br)c1,27%
CCc1cc(=O)oc2cc(OCc3cccc(OC)c3)ccc12,0%
CC1=C(C#N)c2nc(N)c(C#N)c(C)c2/C1=C/c1ccc(-c2ccc(C(=O)O)c(Cl)c2)o1,15%
Cc1cccc(N/C=C(/C#N)c2nc(-c3cc4ccccc4oc3=O)cs2)c1C,17%
Cc1cc(Cl)cc(Cl)c1OCC(=O)Nc1ccc(Cl)c([N+](=O)[O-])c1,9%
C=CCc1c(C)[nH]c2ccc(C(=O)O)cc2c1=O,9%
Cn1cnnc1Sc1nc2c(c(=O)n(C)c(=O)n2C)n1Cc1ccc(Br)cc1,8%
C#CCn1cc(/C=C(/C#N)C(=O)Nc2ccc(OCC)cc2)c2ccccc21,14%
O=C(Nc1cc(F)ccc1[N+](=O)[O-])c1c(F)cccc1F,4%
Cc1nc(N)sc1-c1csc(Nc2ncccn2)n1,5%

# Some of the entries so far, as tab-separated lines.
mol	RNase H inhibition
Oc1ccc2ccccc2c1/C=N/N1CCN(Cc2cccc3ccccc23)CC1	16%
Oc1[nH]c2ccc(Br)cc2c1N=Nc1ccc2ccccc2n1	52%*

# (listing goes on)
SMILES,RNase H inhibition
O=C(COc1ccc(F)cc1)Nc1nccs1,46%
COc1ccc([N+](=O)[O-])cc1-c1ccc(/C=C(/C#N)C(=O)Nc2cccc(Br)c2)o1,9%
O=C(O)C1CCN(C2CC(=O)N(c3ccc(Cl)cc3)C2=O)CC1 (stereo unspecified),0%
Cc1cccc(C)c1NS(=O)(=O)c1ccc(Br)cc1,4%
O=C(N/N=C/c1cc(Br)c(O)c(Br)c1O)C(O)c1ccccc1 (stereo unspecified),0%
Nc1c2c3c(c(Cl)ccc3[nH]c1=O)C(=O)c1ccccc1-2,5%
Cc1cc(C)c(S(=O)(=O)Nc2ccc(Cl)c3cccnc23)c(C)c1,13%
COc1cc(C=C2C(=O)NC(=O)NC2=O)cc(Br)c1OC,8%
Cc1nc2cc(-c3ccc(F)cc3)[nH]n2c(=O)c1Cl,0%
Cc1ccc(C(C)C)c(OCCNC(=O)CCC2CCCC2)c1,4%
O=C(Nc1cccc(NC(=O)c2ccc(Cl)cc2Cl)c1)c1ccccc1F,6%
COc1cc(C)ccc1OCCCCOc1ccc(C)c(C)c1,25%
O=C(Nc1ccc(Cl)c(Cl)c1)N1CC=CCC1,0%
Cc1ccn2cc(-c3ccc([N+](=O)[O-])cc3)nc2c1,2%
COC(=O)c1c(-c2ccccc2)csc1NC(=O)CCCC(=O)O,16%

# Shown tab-delimited: entries from further up.
smiles	RNase H inhibition
C#CCn1cc(/C=C(/C#N)C(=O)Nc2ccc(OCC)cc2)c2ccccc21	14%
O=C(Nc1cc(F)ccc1[N+](=O)[O-])c1c(F)cccc1F	4%
Cc1nc(N)sc1-c1csc(Nc2ncccn2)n1	5%
O=C(COc1ccc(F)cc1)Nc1nccs1	46%
COc1ccc([N+](=O)[O-])cc1-c1ccc(/C=C(/C#N)C(=O)Nc2cccc(Br)c2)o1	9%
O=C(O)C1CCN(C2CC(=O)N(c3ccc(Cl)cc3)C2=O)CC1 (stereo unspecified)	0%
Cc1cccc(C)c1NS(=O)(=O)c1ccc(Br)cc1	4%
O=C(N/N=C/c1cc(Br)c(O)c(Br)c1O)C(O)c1ccccc1 (stereo unspecified)	0%
Nc1c2c3c(c(Cl)ccc3[nH]c1=O)C(=O)c1ccccc1-2	5%
Cc1cc(C)c(S(=O)(=O)Nc2ccc(Cl)c3cccnc23)c(C)c1	13%
COc1cc(C=C2C(=O)NC(=O)NC2=O)cc(Br)c1OC	8%
Cc1nc2cc(-c3ccc(F)cc3)[nH]n2c(=O)c1Cl	0%
Cc1ccc(C(C)C)c(OCCNC(=O)CCC2CCCC2)c1	4%
O=C(Nc1cccc(NC(=O)c2ccc(Cl)cc2Cl)c1)c1ccccc1F	6%
COc1cc(C)ccc1OCCCCOc1ccc(C)c(C)c1	25%
O=C(Nc1ccc(Cl)c(Cl)c1)N1CC=CCC1	0%
Cc1ccn2cc(-c3ccc([N+](=O)[O-])cc3)nc2c1	2%
COC(=O)c1c(-c2ccccc2)csc1NC(=O)CCCC(=O)O	16%

# Continuation.
SMILES,RNase H inhibition
O=C(CCCC(=O)OCC(F)(F)C(F)F)Nc1cccc(Br)c1,5%
CCN1C(=O)/C(=C\c2cc(Br)c(OCc3ccc(F)cc3)c(OC)c2)SC1=S,6%
CS(=O)(=O)N(CC(=O)NCc1ccc(Cl)cc1)c1cc(Cl)cc(Cl)c1,5%
O=C1CC(Sc2ccc3ccccc3c2)C(=O)N1c1ccccc1 (stereo unspecified),5%
CCOC(=O)COc1ccc(/C=C(\C#N)C(=O)Nc2ccc(C)c(Cl)c2)cc1,33%
O=S(=O)(Nc1nc2ccccc2nc1Nc1ccccc1)c1ccccc1,5%
COc1cc(OC)c(NC(C)=O)cc1Cl,0%
CN(C)c1ccc(-c2nn(-c3ccccc3)c(N)c2C#N)cc1,17%
O=C(Nc1ccccc1F)c1cc2cc(Br)ccc2oc1=O,22%
Cc1cc(C)c2oc(-c3ccc(C)c(NC(=O)c4ccc(Br)o4)c3)nc2c1,5%
O=C(NCc1ccncc1)c1ccc(C#CC2(O)CCCCC2)cc1,3%
Cc1ccc(OCc2nnc(NC(=O)Nc3ccccc3)s2)c(C)c1,8%
O=C1NC(=O)C(=Cc2cccc(OC(=O)c3cccc4ccccc34)c2)C(=O)N1,17%
COc1ccc(Nc2nc(-c3ccccc3)c3cc(C)ccc3n2)cc1,5%
COc1ccccc1CC(=O)Nc1cc([N+](=O)[O-])ccc1OC,0%
CCC(Oc1ccccc1)C(=O)Nc1cccc(Cl)c1C (stereo unspecified),3%
CC(C)Cc1nn2c(=O)cc(O)nc2s1,7%
COc1ccccc1NS(=O)(=O)c1c(C)cc(C)cc1C,9%
CC1CCN(S(=O)(=O)c2ccc(NC(=O)c3ccc([N+](=O)[O-])cc3)cc2)CC1,15%
COc1ccc(N2C(=O)CC(N(C)CCc3ccc(OC)c(OC)c3)C2=O)cc1 (stereo unspecified),7%
O=C(Cc1ccc(Cl)cc1)NC(c1ccccc1)c1ccccc1,4%
COc1ccc(-c2[nH]ncc2/C=N/NC(=O)c2ccncc2)c(OC)c1,7%
C=CCc1cccc2cc(C(=O)N(Cc3ccccc3)Cc3ccccc3)c(=O)oc12,16%
O=C(O)c1cccc(N(CCO)CCO)c1,22%
CC1=C(C(=O)OCC(C)C)C(c2ccccc2OCc2ccccc2)C2=C(CC(c3ccccc3)CC2=O)N1 (stereo unspecified),15%
O=C(/C=C/c1ccccc1)Nc1ccc(S(=O)(=O)N2CCCC2)cc1,20%
CCOC(=O)C1C(=O)CC(C)(O)C(C(=O)OCC)C1/C=C/c1ccccc1 (stereo unspecified),5%
CCN(CC)c1ccc(/C=N/NC(=O)/C(=C\c2ccc3c(c2)OCO3)NC(=O)c2ccccc2)cc1,23%
Cc1nn(S(=O)(=O)c2ccccc2[N+](=O)[O-])c(C)c1Sc1ccccc1,11%
O=C(c1ccco1)N1CCN(Cc2cccc(Cl)c2)CC1,1%
N#Cc1c(N)nc2c(c1-c1ccccc1Cl)CC(c1ccccc1)CC2 (stereo unspecified),7%
COc1ccccc1-c1c(C)[nH]n2c(=O)cc(-c3ccc([N+](=O)[O-])cc3)nc12,3%
NC(=O)c1cc2nc(-c3ccc(Cl)c(Cl)c3)cc(C(F)(F)F)n2n1,9%
Cc1ccc2[nH]c(O)c(N=NC(=O)c3cccc(I)c3)c2c1Br,14%
O=C1c2ccccc2NC(c2ccccc2)N1Cc1ccccc1 (stereo unspecified),5%
COc1ccc(Br)cc1C1Nc2ccc3ccccc3c2C2=C1C(=O)CCC2 (stereo unspecified),0%
COc1ccccc1NC(=S)NC(=O)c1cccc(Br)c1,13%
CCN(Cc1ccccc1)C(=O)C1CCN(Cc2ccc(OC)c(OC)c2)CC1,13%
CC(O)c1cccc(NC(=O)c2nn3c(c2Cl)NC(c2cccs2)CC3C(F)(F)F)c1 (stereo unspecified),6%
O=C(Nc1nc2ccc([N+](=O)[O-])cc2s1)c1cc(Cl)ccc1Cl,2%
COc1cc(NC(=O)c2ccc(Br)o2)ccc1NC(=O)c1ccco1,0%
CCOC(=O)CNC(=O)c1ccc(Br)o1,7%
CCOC(=O)C1=C(O)/C(=C/c2ccc(CC)cc2)SC1=Nc1ccccc1,14%
O=[N+]([O-])c1ccc(S(=O)(=O)NC2CCCCCCCCCCC2)cc1,19%
Cc1ccc([N+](=O)[O-])cc1N/C=C/C(=O)c1ccc(Br)cc1,21%
CC(C)CNC(=O)CC(c1ccccc1)c1c(O)ccc2ccccc12 (stereo unspecified),4%
N#Cc1c(NC(=O)CSc2nnc3c(n2)[nH]c2ccccc23)sc2c1CCCC2,8%
CC(C)(C)CC(C)(C)c1ccc(OCC(=O)NNC(=O)CCOc2ccccc2)cc1,7%
Cc1n[nH]c(C)c1Sc1ccccc1N=Cc1ccccc1Cl,21%
O=C1NC(=O)N(c2ccccc2F)C(=O)/C1=C/c1ccc(Sc2ccccc2)o1,4%
CS(=O)(=O)N(CC(=O)NCc1ccc(Cl)cc1)c1ccc(F)cc1,0%
O=[N+]([O-])c1ccc(-c2ccc(/C=N/NS(=O)(=O)c3ccc(Cl)cc3)o2)cc1,6%
O=C1Nc2ccccc2/C1=N/N=C/c1ccc(-c2ccc(Cl)cc2)o1,38%
C=CCc1ccc(OCCOCCNCCOC)c(OC)c1,0%
NC(=O)c1cccc(N=Cc2ccc[nH]2)c1,6%
CC(C)Cc1cc(C(=O)O)c2ccccc2n1,8%
COCCCNS(=O)(=O)c1ccccc1[N+](=O)[O-],17%
COc1ccc(-c2csc(-c3c[nH]c4ccccc34)n2)cc1C,16%
O=C(Nc1nc2ccccc2s1)c1ccc(OCc2ccccc2)cc1,22%
COc1ccc(C(=O)N2CCN(Cc3ccncc3)CC2)cc1OC,6%
# (next part)
SMILES,RNase H inhibition
O=C1c2ccccc2C(=O)N1N1C(=O)c2cccnc2C1=O,8%
CCOc1ccc(/C=N/NC(=O)c2cc(C)[nH]n2)cc1,12%
O=C(N/N=C/c1ccc[nH]1)c1ccc(O)cc1,3%
CCOc1ccc(C2C(C(=O)OC(C)C)=C(C)NC3=C2C(=O)CCC3)cc1OC (stereo unspecified),4%
C=CCn1c(/N=C/c2ccc3c(c2)OCO3)nc2ccccc21,20%
N#Cc1ccc(N=Cc2ccc(C=Nc3ccc(C#N)cc3)cc2)cc1,7%
O=C1NC(=O)/C(=C\c2ccc(OC(=O)c3ccccc3)cc2)S1,13%
CCCCN(C)Cc1c(O)ccc2c(=O)c(-c3ccccc3OC)c(C(F)(F)F)oc12,16%
CN(Cc1ccccc1)C(=O)CN(c1cccc(C(F)(F)F)c1)S(C)(=O)=O,15%
Cc1ccc2nc(-c3cccc(NC(=O)c4ccc([N+](=O)[O-])cc4)c3)oc2c1,54%*
CCOc1cc(C(=O)Nc2ccccc2Br)cc(OCC)c1OCC,3%
CCCCc1ccc(N=N/C(C(=O)Nc2ccc3[nH]c(=O)[nH]c3c2)=C(\C)O)cc1,31%
CCC(=O)Nc1nc(-c2ccccc2)nc(C)c1C(C)=O,0%
CCc1cc2c(=O)c(-c3nc4ccccc4n3C)c(C)oc2c(CN2CCN(C)CC2)c1O,10%
O=C(Nc1cccc(-c2nc3cc(Cl)cc(Cl)c3o2)c1)c1ccccc1[N+](=O)[O-],23%
CC1(C)Cc2ccccc2C(C2=C(O)CCCC2=O)=N1,0%
Clc1ccc(/C=N/Nc2nc(N3CCOCC3)nc(N3CCOCC3)n2)c(Cl)c1,15%
CCSCCOC(=O)C1=C(C)NC2=C(C(=O)CCC2)C1c1cccc(OC)c1OC (stereo unspecified),4%
Cc1cc(I)ccc1NC(=O)c1ccccc1Cl,4%
O=C(Nc1ccc(Cl)c(-c2nc3ccccc3o2)c1)c1ccc2ccccc2c1,6%
COc1ccc(C2c3c(-c4ccccc4)n[nH]c3C(=O)N2c2ccccc2)cc1 (stereo unspecified),19%
C=CCOc1cccc(/C=C2/N=C(C)C(C(=O)OC)=C2O)c1,3%
O=C(Nc1cccnc1)C1(c2ccccc2)CCCC1,4%
O=C(Nc1ccc(Cl)c(Cl)c1)Nc1ccccc1C(=O)O,14%
NC(=O)c1ccccc1NC(=O)/C=C/c1ccccc1,0%
Cc1cc(C)n(C(=O)CCCOc2ccc(Cl)cc2Cl)n1,4%
COc1cc(C2C(C(=O)/C=C/c3ccccc3)=C(O)C(=O)N2CCCCCC(=O)O)ccc1O (stereo unspecified),10%
Cc1cc(C)c(S(=O)(=O)Nc2ccc(C(N)=O)cc2)c(C)c1,2%
